Screening results as filed in PubChem.
Pin1 inhibitor – blocks the human prolyl isomerase Pin1; Q13526; Pin1 FP peptide displacement, HiFluor488, 10 min; Potency, µM (titrated, usually from 115 µM), without a hit: top-dose activity, negative = inhibition, most hits filed as inhibitors; 390,000 compounds, 0.009% hits; AID 504891; active = well fitted inhibition curve with a large enough effect in the polarisation, with a control signal flat, not every such curve was filed as active; the % refers to the polarisation; note: potency is the fitted concentration of half-maximal effect; % is set by controls: 0 for no effect and ±100 for the full control effect
TrxR1 inh – inhibitors of rat thioredoxin reductase 1. O89049. recombinant rTrxR1, NADPH fluorescence consumption, selenite substrate. Potency, µM (series often up to 114 µM), without a hit: at the highest dose activity change, negative = inhibition, most hits filed as inhibitors. 390,000 compounds, 1% hits; note: potency is the fitted concentration of half-maximal effect; % is set by controls: 0 for no effect and ±100 for the full control effect; nearly all actives have a fitted effect of over 65% in size
Target sequence (O89049 whole entry, looked up): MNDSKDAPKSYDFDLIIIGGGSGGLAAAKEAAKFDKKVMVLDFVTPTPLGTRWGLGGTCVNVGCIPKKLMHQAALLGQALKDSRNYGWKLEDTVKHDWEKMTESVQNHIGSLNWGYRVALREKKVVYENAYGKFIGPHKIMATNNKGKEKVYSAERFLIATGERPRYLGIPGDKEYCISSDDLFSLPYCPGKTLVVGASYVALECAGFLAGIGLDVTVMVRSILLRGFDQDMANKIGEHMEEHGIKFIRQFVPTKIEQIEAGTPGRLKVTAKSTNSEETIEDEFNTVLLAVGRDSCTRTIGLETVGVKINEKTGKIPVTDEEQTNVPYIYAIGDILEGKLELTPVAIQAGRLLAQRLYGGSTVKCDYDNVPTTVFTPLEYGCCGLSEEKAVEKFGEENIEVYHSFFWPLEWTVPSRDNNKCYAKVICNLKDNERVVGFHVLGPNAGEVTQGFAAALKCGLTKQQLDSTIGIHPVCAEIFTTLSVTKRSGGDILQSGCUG
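Rat TrxR1 (90 nM in the dispensed reagent) was pre-reduced with 400 uM NADPH for 5 min at room temperature, then incubated with compound for 15 min. After 400 uM selenite was added, NADPH fluorescence (Ex 340/Em 450 nm) was followed for 8 min.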
Tb PGK inh – inhibitors of T. brucei phosphoglycerate kinase; P07378; PGK/GAPDH coupled, Kinase-Glo luminescence, 60 min; Potency, µM (doses to about 57.5 µM), for inactives: top-dose activity change, negative = inhibition, actives largely listed as inhibitors; 380,000 compounds, 0.043% hits; note: potency is the fitted concentration of half-maximal effect; % is set by controls: 0 for no effect and ±100 for the full control effect; nearly all actives have a fitted effect of over 60% in size
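Recombinant glycosomal PGK reaction used 1,3-bisphosphoglycerate generated in-well by GAPDH (100nM final) in 100mM TEA pH 7.6, 5mM MgCl2, 0.01% Tween-20. After 60 minutes at room temperature, ATP was read by Kinase-Glo Plus luminescence end-point.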
TrxR1 substrate – rat thioredoxin reductase 1 substrate activity | O89049 | purified TrxR1 substrate turnover, NADPH consumption readout | Potency, µM (series often up to 114 µM), inactives show at the top dose activity change, negative = substrate turnover | 390,000 compounds, 0.01% hits | AID 588456; note: potency is the fitted concentration of half-maximal effect; % is set by controls: 0 for no effect and ±100 for the full control effect; nearly all actives have a fitted effect of over 50% in size
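Rat TrxR1, dispensed at 90 nM, was prereduced with 400 uM NADPH (final) for 5 min at ~22 deg C, then incubated with compound 15 min before 400 uM selenite. A first-read NADPH fluorescence drop versus no-compound background flagged substrates.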
GLS inh – inhibitors of human glutaminase (GLS) | O94925 | GLS enzymatic activity, qHTS titration | Potency, µM (series often up to 45.5 µM), for inactives: top-dose activity change, negative = inhibition, hits mostly inhibitors | 410,000 compounds, 0.21% hits; note: potency is the fitted concentration of half-maximal effect; % is set by controls: 0 for no effect and ±100 for the full control effect
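hKGA; 45 mM KH2PO4 pH 8.2 + 0.02% Tween-20; cpd via pin tool; 1 mM Gln soln; GluOx/HRP/Amplex Red; RT 30 min; fluor. t0 & final.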
HP1b binding inh – HP1-beta chromodomain-methylated histone interaction inhibition; AlphaScreen HP1-beta / biotin-H3K9me3 peptide binding; AID 540317; 390,000 compounds, 0.56% hits; Potency, µM (doses to about 114 µM), inactives show at the highest dose activity change, negative = inhibition, most hits filed as inhibitors; P83916; note: potency is the fitted concentration of half-maximal effect; nearly all actives have a fitted effect of over 70% in size; inactives centre near 23
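HP1-beta protein (50 nM final) preincubated 30 min at room temperature with biotinylated H3(1-18)K9me3 peptide (50 nM) in PBS pH 7.4, 0.01% Tween-20, then compound added for 30 min. AlphaScreen streptavidin donor/nickel chelate acceptor beads (10 ug/mL final), 30 min dark, luminescence read.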
PI4K2A block – inhibitors of human PI4K2A. purified PI4K2A, ADP-Glo luminescence, 1 h; stronger effect = lower value. activity change, negative = inhibition, % at 76.9 µM. 420,000 compounds, 0.13% hits. AID 1346378; in the data active = activity change below about -50%;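 note: -100% = wells without enzyme as full effect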
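Compounds are screened against recombinant PI4K2A using PI as substrate and ATP, the latter dispensed at 300 microM. Reactions run one hour at ambient temperature before ADP-Glo detection; full inhibition defined by wells lacking enzyme.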
IDH1 R132H inh – blocks human mutant IDH1 R132H enzyme; IDH1-R132H enzyme, NADPH consumption, diaphorase/resazurin fluorescence; 390,000 compounds, 0.093% hits; Potency, µM (doses to about 76.6 µM), for inactives: at the top dose activity change, negative = inhibition, hits mostly inhibitors; O75874; note: potency is the fitted concentration of half-maximal effect; % is set by controls: 0 for no effect and ±100 for the full control effect; nearly all actives have a fitted effect of over 65% in size
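IDH1-R132H (0.5 ug/mL dispensed) in pH 7.5 Tris buffer was preincubated 30 min with compound, then given a substrate mix of 0.016 mM NADPH and 2 mM alpha-KG for 80 min at room temperature; remaining NADPH was read by diaphorase/resazurin fluorescence.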
USP1 inh – inhibitors of human USP1/UAF1 deubiquitinase. O94782. recombinant USP1/UAF1, Ub-Rhodamine cleavage fluorescence. Potency, µM (doses to about 57.1 µM), for the others: at the top dose activity change, negative = inhibition, actives largely listed as inhibitors. 390,000 compounds, 0.23% hits. AID 743255; note: potency is the fitted concentration of half-maximal effect; % is set by controls: 0 for no effect and ±100 for the full control effect; nearly all actives have a fitted effect of over 60% in size; inactives centre near -12
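USP1/UAF1 complex (1 nM) preincubated 15 min at room temperature with compound, then Ub-Rho substrate (150 nM final) added. Kinetic fluorescence at 480/540 nm over 6 reads at 60 s intervals; 50 mM HEPES pH 7.8, 0.5 mM EDTA, 0.1 mg/ml BSA, 1 mM TCEP, 0.01% Tween-20.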
The depositor's hits bear a star; i = inactive; & = joins results of further samples; [ ] = remark or other dose. Unless noted, calls come from the whole dose curve; as a rule, active = well fitted curve in the direction sought with a large enough effect; inconclusive = small, poorly fitted or top-dose-only effect, or another doubt; inactive = no such curve, though single readings can be large; an effect the other way counts as inactive or inconclusive. Some of the compounds tested; count on the stated rates, not on these rows.

SMILES | Pin1 inhibitor | TrxR1 inh | Tb PGK inh | TrxR1 substrate | GLS inh | HP1b binding inh | PI4K2A block | IDH1 R132H inh | USP1 inh
COc1ccc(C)cc1NC(=O)CCCN1C(=O)CCC1=O | -1% | 14% | 0% | 9% | -2% | 9% | 1 | -4% | -1%
CCOC(=O)c1ccc(N/C(=N\S(=O)(=O)c2ccccc2C)c2ccccc2)cc1 | 0% | 10% | 8% | -2% | -1% | 5% | 1 | 0% | -20%
O=C(Nc1ccc2nn(-c3ccccc3)nc2c1)c1cccnc1 | -1% | 15%[57.1 µM] | -9% | -1%[57.1 µM] | -3% | 36% | 4 | 7% | -15%
N#CCSc1nc2ccccc2c2nc3ccccc3n12 | -1% | 11% | -4% | 5% | 3% | 13% | 1 | -2% | -9%
O=C(O)C1=CCCNC1 | -4% | -12%[57.1 µM] | i | -2%[57.1 µM] | -8% | 68%[activator] | 1&-2 | 10% | -21%
COc1ccc(CCNC(=O)c2ccc3c(c2)ncn3-c2ccc(C)cc2C)cc1OC | 9% | 6%[57.1 µM] | i | 0%[57.1 µM] | 1% | 22% | -1 | 0% | -12%
CCOC(=O)c1ccc(S(=O)(=O)N2CCN(CC(=O)NC(=O)NC(C)(C)C)CC2)cc1 | 1% | -4% | -3% | -5% | 4% | 35% | -1 | 1% | -4%
O=C(CCc1ccccc1)Nc1nc2ccc(S(=O)(=O)N3CCOCC3)cc2s1 | 9% | -13%[57.1 µM] | 2% | 9%[57.1 µM] | 18% | 13% | 9 | 3% | -2%
COc1ccc(/C(C)=N\n2cnnc2)cc1 | 1% | 3%[57.1 µM] | 2% | 7%[57.1 µM] | -1% | 25% | -5 | 1% | -21%

Exported with the structure last: part of the list above
Pin1 inhibitor	TrxR1 inh	Tb PGK inh	TrxR1 substrate	GLS inh	HP1b binding inh	PI4K2A block	IDH1 R132H inh	USP1 inh	SMILES
0%	10%	8%	-2%	-1%	5%	1	0%	-20%	CCOC(=O)c1ccc(N/C(=N\S(=O)(=O)c2ccccc2C)c2ccccc2)cc1
-1%	15%[57.1 µM]	-9%	-1%[57.1 µM]	-3%	36%	4	7%	-15%	O=C(Nc1ccc2nn(-c3ccccc3)nc2c1)c1cccnc1
-1%	11%	-4%	5%	3%	13%	1	-2%	-9%	N#CCSc1nc2ccccc2c2nc3ccccc3n12
-4%	-12%[57.1 µM]	i	-2%[57.1 µM]	-8%	68%[activator]	1&-2	10%	-21%	O=C(O)C1=CCCNC1

An excerpt from above in order of molar mass, high to low.
SMILES | Pin1 inhibitor | TrxR1 inh | Tb PGK inh | TrxR1 substrate | GLS inh | HP1b binding inh | PI4K2A block | IDH1 R132H inh | USP1 inh
CCOC(=O)c1ccc(N/C(=N\S(=O)(=O)c2ccccc2C)c2ccccc2)cc1 | 0% | 10% | 8% | -2% | -1% | 5% | 1 | 0% | -20%
COc1ccc(C)cc1NC(=O)CCCN1C(=O)CCC1=O | -1% | 14% | 0% | 9% | -2% | 9% | 1 | -4% | -1%
COc1ccc(/C(C)=N\n2cnnc2)cc1 | 1% | 3%[57.1 µM] | 2% | 7%[57.1 µM] | -1% | 25% | -5 | 1% | -21%
